Mdm2 MdmX PPI = human Mdm2/MdmX binding inhibition; SaOS-2 split-luciferase Mdm2/MdmX complementation, luminescence; inhibition, % at 8 µM; 3% of 330,000 active; AID 485346;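 active = inhibition of at least 50% at 8 µM in the primary screen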
Target sequence (O15151 whole entry, looked up): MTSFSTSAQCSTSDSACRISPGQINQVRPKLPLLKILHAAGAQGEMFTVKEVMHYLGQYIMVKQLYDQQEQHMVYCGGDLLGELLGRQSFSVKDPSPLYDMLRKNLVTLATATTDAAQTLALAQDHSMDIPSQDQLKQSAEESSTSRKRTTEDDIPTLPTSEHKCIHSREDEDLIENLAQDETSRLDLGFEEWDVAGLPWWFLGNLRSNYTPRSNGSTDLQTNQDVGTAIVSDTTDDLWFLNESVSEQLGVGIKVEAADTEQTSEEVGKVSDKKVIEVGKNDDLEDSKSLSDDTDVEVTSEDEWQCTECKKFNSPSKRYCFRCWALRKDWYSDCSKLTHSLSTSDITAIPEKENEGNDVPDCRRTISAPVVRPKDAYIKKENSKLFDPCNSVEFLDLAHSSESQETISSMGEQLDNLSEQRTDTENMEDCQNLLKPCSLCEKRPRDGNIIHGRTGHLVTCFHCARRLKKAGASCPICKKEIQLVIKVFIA
Target sequence (Q00987 whole entry, looked up): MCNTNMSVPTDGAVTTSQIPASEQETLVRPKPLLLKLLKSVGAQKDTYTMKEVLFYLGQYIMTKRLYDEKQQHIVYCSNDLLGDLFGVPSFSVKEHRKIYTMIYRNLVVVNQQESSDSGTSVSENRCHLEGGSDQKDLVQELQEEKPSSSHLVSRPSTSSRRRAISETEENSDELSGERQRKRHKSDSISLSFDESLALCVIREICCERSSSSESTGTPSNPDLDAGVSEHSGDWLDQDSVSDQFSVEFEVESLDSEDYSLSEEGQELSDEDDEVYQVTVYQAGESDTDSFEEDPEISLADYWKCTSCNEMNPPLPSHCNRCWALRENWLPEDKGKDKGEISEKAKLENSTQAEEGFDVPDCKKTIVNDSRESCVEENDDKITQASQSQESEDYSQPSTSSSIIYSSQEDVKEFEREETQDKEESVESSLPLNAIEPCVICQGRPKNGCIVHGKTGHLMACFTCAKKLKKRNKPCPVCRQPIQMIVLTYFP
tim23-1 inh = tim23-1 yeast growth inhibition; AID 463212; 1.3% of 330,000 active; inhibition, % at 20 µM; S. cerevisiae tim23-1 growth, BacTiter-Glo luminescence, 24 h;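 active = growth inhibition of the mutant yeast at or above 50%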;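 also: temperature-sensitive mutant grown at 25 °C; plate controls were DMSO-treated mutant yeast for no effect and medium wells lacking yeast for full effect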
CHOP UPR activ = activators of apoptotic arm of unfolded protein response (CHOP); CHO-CHOP luciferase reporter, UPR activation, luminescence; percent of tunicamycin response over DMSO baseline; activation, % at 10 µM; 0.34% of 330,000 active; AID 449763;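 active = at 10 µM dose, activation of 40% or more, normalized to positive control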;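 also: 100% = tunicamycin at 10 µg/mL and 0% = DMSO alone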
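Assay system: CHO-CHOP cells, stable luciferase reporter of PERK-eIF2a-CHOP signalling / Buffer or medium: F12 plus 10% serum / Compound dosing: one dose, 10 µM in 0.5% DMSO / Times: 6 h compound treatment, 37 °C / Technique: luciferase luminescence / Read-out: % reporter activation, DMSO baseline versus tunicamycin full activation / Benchmarks: tunicamycin and DMSO controls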
tim10-1 inh = growth inhibitors of tim10-1 mutant yeast; S. cerevisiae tim10-1 ts strain growth, BacTiter-Glo, 24 h; 2.2% of 330,000 active; AID 463190; inhibition, % at 20 µM;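 active = inhibition of at least 40%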;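 also: mutant grown at 25 °C; 0% = DMSO wells with yeast and 100% = wells holding no yeast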
XBP1 UPR activ = adaptive UPR (XBP1) activation. CHO-XBP1 luciferase reporter, IRE1-XBP1 UPR activation, luminescence; percent of tunicamycin response, DMSO as zero. activation, % at 20 µM. 0.33% of 330,000 active. AID 463104;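 active = versus positive control, 20 µM dose yields 30% or more activation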;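 also: 100% = tunicamycin at 10 µg/mL and 0% = DMSO only wells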
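Assay system: CHO-XBP1 luciferase reporter cells; Schedule: 6 h treatment, 37 °C; Detection: glow luminescence from Steady-Glo reagent; Benchmarks: high control tunicamycin 10 µg/mL final, low control DMSO vehicle only.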
TIM10 inh = inhibits growth of TIM10 yeast strain. S. cerevisiae TIM10 strain growth, BacTiter-Glo luminescence, 24 h. inhibition, % at 10 µM. 1.4% of 330,000 active. AID 463195;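 active = inhibition of 40% or more at the single tested concentration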;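 also: wild-type TIM10 isogenic control strain grown at permissive 25 °C; 0% = DMSO yeast wells and 100% = minimal medium wells without yeast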
Jurkat NFkB inh = inhibitors of the PMA/ionomycin-induced NF-kB reporter in Jurkat cells | PMA/ionomycin-induced NF-kB luciferase reporter, luminescence | inhibition, % at 4 µM | 0.53% of 330,000 active | AID 435003; in the data active = inhibition above about 50%
697 NFkB inh = lowers PMA/ionomycin-induced NF-kB signal in 697 B cells; 697 B-cell NF-kB luciferase reporter, 16 h; inhibition, % at 4 µM; 0.33% of 330,000 active; AID 435022; in the data active = inhibition above about 35%
* hit, by the source's call.

item	Compound	Mdm2 MdmX PPI	tim23-1 inh	CHOP UPR activ	tim10-1 inh	XBP1 UPR activ	TIM10 inh	Jurkat NFkB inh	697 NFkB inh
1	CN(C)CCCNS(=O)(=O)c1ccc(Oc2ncc(C(F)(F)F)cc2Cl)cc1	11	13	-2.0	0	2	5	-9	-29
2	CC1=C(C(=O)Nc2nc3ccccc3s2)C(c2ccco2)C(C#N)=C(SCC(=O)NC2CCCCC2)N1 (stereo not drawn)	27	17	1.7	5	-1	13	4	-10
3	CCOC(=O)C1=C(COC(=O)c2ccc(OC(C)C)cc2)NC(=O)NC1C (stereo not drawn)	-13	12	0.9	21	3	16	-11	6
4	CC(C)NC(=S)N/N=C1\CCCCc2ccccc21	-7	35	-2.0	57*	-2	34	-13	-13
5	Nc1ncnc2c1ncn2[C@H]1C[C@H](O)[C@@H](COP(=O)(O)O)O1	6	15	0.4	8	-7	11	-8	-3
6	CC(=O)c1ccc(OC(=O)/C=C/c2ccccc2)cc1	-7	17	4.3	13	4	9	-3	2
7	CCOc1ccc(NC(=S)NC2CC3CCC(C2)N3Cc2ccco2)cc1 (stereo not drawn)	25	5	2.8	-3	-1	0	-3	-11
8	O=C(CSc1nnnn1-c1ccccc1)N1CCCc2ccccc21	5	32	-2.0	43*	1	22	-23	-16
9	CCOC(=O)/C(C#N)=N\Nc1ccc(S(=O)(=O)Nc2nc(C)cc(C)n2)cc1	5	6	-2.0	8	0	14	-2	11
10	CCOc1ccccc1N1CCN(Cc2cn[nH]c2-c2ccc(F)cc2)CC1	4	14	1.9	4	4	-1	-9	-14
11	CCOc1ccc(NC(=O)CSc2nnc(C)n2CC)cc1	32	7	1.1	2	-6	-6	-10	8
12	CCc1cc2c(=O)c(-c3nc4ccccc4n3C)c(COCC(=O)O)oc2cc1O	7	17	0.1	-2	-3	-3	15	6
13	Cc1nn(C)c(C)c1S(=O)(=O)N1CCC(C(=O)NC2CCCCCC2)CC1	5	5	-2.2	1	0	10	0	13
14	CC1=C(C(=O)OCc2ccccc2)C(c2ccc(Br)cc2)NC(=O)N1CCCCCC(=O)O (stereo not drawn)	-26	17	0.7	13	0	16	8	16
15	Cn1cccc1Cc1nnc(SCC(=O)NC2CCCC2)n1-c1ccc(F)cc1	-2	22	-1.0	19	-1	1	-6	13
16	Cc1c(C(=O)N2CCN(C(=O)c3ccco3)CC2)oc2c(Cl)cccc12	2	32	1.2	22	-3	21	26	-9
17	Cc1ccc(OC(=O)CCC(=O)Nc2ccc(S(=O)(=O)Nc3cc(C)on3)cc2)cc1	32	12	0.4	17	0	10	17	9
18	CCOC(=O)c1sc2nc(NC(=O)C3CC3)sc2c1C	-69	40	5.6	34	3	34	-47	-21
19	Cc1ccc(C(=O)N/N=C\C=C\c2ccc(Br)cc2)cn1	-4	2	0.5	34	1	31	-9	-11
20	O=C(COC(=O)C1COc2ccccc2O1)Nc1cccc(F)c1 (stereo not drawn)	5	11	-0.8	-1	-1	10	22	8
21	Cc1cccc(NC(=O)CN(CC2CCCO2)C(=O)c2oc3ccccc3c2C)c1C (stereo not drawn)	16	30	-1.8	15	-3	-2	4	-15
22	CC(=O)N1c2ccc(C)cc2C(c2ccccc2)CC1C (stereo not drawn)	74*	31	-0.4	-21	2	-20	-2	23
23	COC(=O)CNC(=O)C1(C)C=CCN1C(=O)c1ccccc1 (stereo not drawn)	-20	-16	3.4	-17	-1	-12	-39	-52
24	CCC(=O)Nc1ccc(NC(=O)CSc2nnnn2Cc2ccccc2)cc1C	19	0	0.4	17	0	7	12	18
25	O=c1cc(Cn2ccnc2)c2cc(O)ccc2o1	17	12	-0.3	13	-1	-11	-11	-3
26	O=C(Nc1ccc2[nH]ncc2c1)c1ccccc1Br	7	15	6.7	12	-3	9	-53	-35
27	Fc1ccccc1OCCSc1ncnc2nc[nH]c12	-6	-4	4.8	5	1	1	-16	-39
28	COc1cccc2cc(C(=O)c3ccc([N+](=O)[O-])cc3)oc12	3	5	3.5	16	1	1	-40	7
29	CC(CN1CCOCC1)OC(=O)c1cccs1 (stereo not drawn)	0	13	-1.6	7	1	-1	-1	11
30	CSc1nc2ccccc2nc1N(C)S(=O)(=O)c1ccc(C)cc1	3	23	0.1	-7	-5	-17	-9	17
31	CCOC(=O)CCC(=O)NCc1ccc2[nH]c(C)cc2c1	2	13	-3.1	13	-3	-7	1	11
32	CC(=O)Oc1cccc(N2C(=O)CC(Nc3ccc(N4CCOCC4)cc3)C2=O)c1 (stereo not drawn)	13	19	-2.6	15	-3	1	15	6
33	Cc1cc(N)n(-c2ccc(Oc3ccccc3)c(S(=O)(=O)O)c2)n1	-67	20	0.8	27	-2	6	-10	-4
34	Cc1nn(-c2nnc(C)c(=O)[nH]2)c(C)c1SCC(=O)Nc1ccc(F)cc1	7	-2	-2.4	-2	2	-16	-8	17
35	O=C(Nc1ccc(S(=O)(=O)NC2=NCCCCC2)cc1)c1ccccc1Cl	7	20	0.3	1	0	-12	8	8
36	COc1ccc(NC(=O)CN(C)CCOc2ccc(Cl)cc2)cc1OC	8	15	0.7	16	-3	-1	-4	7
37	COc1ccc(C(=O)C2CCN(C(=O)c3ccc(OC)cc3)CC2)cc1	22	15	0.0	1	-6	0	20	-4
38	O=C(CN(Cc1ccc2c(c1)OCO2)C(=O)CNS(=O)(=O)c1ccccc1)NCC1CCCO1 (stereo not drawn)	7	-5	-1.2	-11	-4	-12	5	8
39	C=CCn1c(-c2ccc(F)cc2)n[nH]c1=S	18	-2	-1.3	0	-3	7	-1	9
40	COC(=O)COc1cccc(/C=N/NC(=O)CCSc2ccccc2)c1	20	-13	2.1	0	-4	-12	-27	-10
41	C/C(=C\c1ccccc1F)C(=O)c1c(C)cc(C)[nH]c1=O	13	-5	1.0	27	-1	-18	-8	7
42	COc1ccc(Cl)cc1NC(=S)Nc1cccnc1	-13	19	-1.2	11	-3	9	-1	-17
43	COc1ccc(NC(=S)N2CCc3ccccc3C2)cc1OC	9	21	0.9	1	-5	-13	-19	-16
44	CCOc1ccc(NC(=O)CCC(=O)OC)cc1	10	8	-1.0	10	-2	-16	-11	4
45	COc1ccccc1N(CC(=O)NCCSc1ccccc1)S(C)(=O)=O	13	-4	-1.3	9	-2	-9	4	16
46	COc1ccccc1OCCNS(=O)(=O)c1ccc2oc3ccccc3c2c1	-3	40	1.4	20	0	26	9	12
47	C=CCn1c(=NC(=O)CN2C(=O)CCC2=O)sc2cccc(OC)c21	-11	33	2.1	13	0	0	6	11
48	COc1ccc(CNC(=O)CNS(=O)(=O)c2cccs2)cc1	-10	0	-0.3	-13	-4	4	11	12
49	O=C(O)c1nccnc1C(=O)NCCc1c[nH]c2ccccc12	-7	15	1.0	-16	-1	16	1	22
50	CCCCN(CC)CCNC(=O)c1ccc2c(Cl)c3c(nc2c1)CCC3	39	16	-0.9	11	-3	21	-19	-30
51	O=C(N/N=C/c1ccc(-c2cccc([N+](=O)[O-])c2)o1)c1cccs1	6	-4	0.0	-6	-2	-3	-15	-19
52	Cc1ccccc1CN1CCN(C(=O)c2cccc3ccccc23)CC1	27	24	1.5	26	-3	9	11	-12
53	O=C(O)C1CCN(C(=O)c2scc3c2OCCO3)CC1	5	1	-3.5	-6	-1	-2	9	13
54	NS(=O)(=O)c1cc(C(=O)OCC(=O)NC2CC2)ccc1Cl	37	12	-1.5	0	3	-12	11	14
55	Cc1ccc2[nH]c(O)c(N=NC(=O)c3ccc(NS(=O)(=O)c4cccs4)cc3)c2c1	-42	4	1.5	14	0	4	4	-11
56	COC(=O)c1ccc(COC(=O)C23CC4CC(CC(O)(C4)C2)C3)o1	-1	22	-1.7	14	-1	8	-4	3
57	O=C(CNC(=O)c1ccc(Br)o1)Nc1cccc(S(=O)(=O)N2CCOCC2)c1	23	-9	-0.5	1	-2	1	17	10
58	Cc1ccc(CSCC(=O)N(C)CC(=O)Nc2ccc(Cl)c(Cl)c2)cc1	29	15	0.6	3	-5	22	1	8
59	COc1ccc(NC(=O)O/N=C/c2ccccc2)cc1	-10	12	6.1	-3	-2	-8	20	-39
60	CCOc1ccc(CNC(=O)c2ccc(Sc3ccc(Cl)cc3)c(NC(C)=O)c2)cc1	23	7	-2.1	7	0	9	14	-4

Limited to XBP1 UPR activ, for some of the entries so far:
item	molecule	XBP1 UPR activ
26	O=C(Nc1ccc2[nH]ncc2c1)c1ccccc1Br	-3
27	Fc1ccccc1OCCSc1ncnc2nc[nH]c12	1
28	COc1cccc2cc(C(=O)c3ccc([N+](=O)[O-])cc3)oc12	1
29	CC(CN1CCOCC1)OC(=O)c1cccs1 (stereo not drawn)	1

Other structures follow.
item	Compound	Mdm2 MdmX PPI	tim23-1 inh	CHOP UPR activ	tim10-1 inh	XBP1 UPR activ	TIM10 inh	Jurkat NFkB inh	697 NFkB inh
61	COC(=O)C1=C(C)N(C)C(=O)NC1c1ccc(O)c(Cl)c1 (stereo not drawn)	-9	7	-1.7	7	0	7	6	15
62	NS(=O)(=O)c1ccc(NC(=O)COC(=O)c2ncc(Cl)c(Cl)c2Cl)cc1	9	10	0.2	6	-1	-6	2	23
63	Cn1cccc1CC(=O)N/N=C/C=C/c1ccco1	10	-1	1.4	1	-3	0	16	8
64	CCOc1ccc(CCNC(=O)CCc2nnc3ccc(N4CCCC4)nn23)cc1OCC	18	10	0.7	4	-2	3	-3	0
65	CCN(c1ccccc1)S(=O)(=O)c1ccc(C(=O)NNC(=O)c2ccccc2F)cc1	2	34	-0.5	26	1	21	11	-16
66	CCOC(=O)C1=C(COC(=O)CCNS(=O)(=O)c2ccc(C)c(C)c2)NC(=O)NC1C (stereo not drawn)	26	0	0.6	-3	-2	-4	1	24
67	CC(C)(C)c1cc(C(=O)Nc2ccc(F)cc2)n(Cc2ccc(F)cc2)n1	44	44	0.6	25	0	34	19	11
68	COc1cccc(CNS(=O)(=O)c2ccc3c(c2)CC(C)N3C(=O)C2CC2)c1 (stereo not drawn)	9	27	1.7	37	-3	10	22	-16
69	C=CCn1cccc(C(=O)Nc2ccc(F)cc2)c1=O	0	5	6.6	8	5	15	-27	-56
70	Cc1ccc(NC(=O)CCNC(=O)c2ccc(Cl)cc2)nc1	-2	2	2.1	-25	0	0	-34	-17
71	Cc1ccc(NC(=O)CCC(=O)NNC(=O)/C=C/C(=O)O)c(C)c1	8	4	-1.0	4	-1	1	7	8
72	Cc1ccccc1-n1c(SCC(=O)N2CCN(c3ccccc3)CC2)nnc1-c1ccncc1	2	12	-2.5	21	0	12	5	-12
73	COC(=O)C1=C(C)N(CCCC(=O)O)C(=O)NC1c1ccc2c(c1)OCO2 (stereo not drawn)	-17	10	2.7	14	0	9	22	21
74	Cn1cc([N+](=O)[O-])c(C(=O)Nc2ccc(-c3nc4ccccc4o3)cc2)n1	52*	-28	9.1	-1	2	-18	-57	-61
75	O=C(NCc1ccncc1)C1CCN(S(=O)(=O)c2cccc(C(F)(F)F)c2)CC1	23	13	2.2	8	2	-14	-6	5
76	Cn1ncc(Cl)c1C(=O)N1CCOCC1	7	-1	-1.6	8	-2	-1	1	14

Nos. 61–63 of the list above:
item	Compound	Mdm2 MdmX PPI	tim23-1 inh	CHOP UPR activ	tim10-1 inh	XBP1 UPR activ	TIM10 inh	Jurkat NFkB inh	697 NFkB inh
61	COC(=O)C1=C(C)N(C)C(=O)NC1c1ccc(O)c(Cl)c1 (stereo not drawn)	-9	7	-1.7	7	0	7	6	15
62	NS(=O)(=O)c1ccc(NC(=O)COC(=O)c2ncc(Cl)c(Cl)c2Cl)cc1	9	10	0.2	6	-1	-6	2	23
63	Cn1cccc1CC(=O)N/N=C/C=C/c1ccco1	10	-1	1.4	1	-3	0	16	8
